Screens deposited in PubChem BioAssay by several laboratories.
hgDAF12 agonist = agonists of H. glycines DAF-12 nuclear receptor | activation, % at 6.8 µM | 1.8% of 370,000 active | HEK293 GAL4-hgDAF12 UAS-luciferase reporter, agonist luminescence; normalized to butyrate control;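 active = activation above a cutoff set at the mean of all screened compounds plus 3 SD, cut at about 10% in these data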;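 also: 0% = DMSO wells and 100% = sodium butyrate wells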
GC-B act = GC-B (human) receptor activation; HEK293-GC-B cells, CNP EC30, cGMP TR-FRET; 0% at EC30 CNP, 100% saturating CNP; activation, % at 10 µM; 0.11% of 370,000 active; AID 1920062;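 active = activation at 10 µM reaching about 35% in either raw or pattern-adjusted values, limit read from the data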
KLK7 zymogen act = activates the human kallikrein-7 zymogen. P49862. purified proKLK7, EDANS-DABCYL substrate fluorescence; 100% is mature enzyme control, 0% vehicle. activation, % at 7 µM. 0.9% of 370,000 active. AID 652039;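 active = activation above the mean of all tested compounds plus 3 SD, computed per campaign excluding outliers beyond control limits, cut at about 13% in these data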
GC-A act = GC-A (human) enzyme activation; HEK293 GC-A cells, cGMP TR-FRET, EC30 ANP; 0% at EC30 ANP, 100% saturating ANP; 0.14% of 370,000 active; activation, % at 10 µM; P16066; in the data active = activation above about 40%
Target sequence (P16066 whole entry, looked up): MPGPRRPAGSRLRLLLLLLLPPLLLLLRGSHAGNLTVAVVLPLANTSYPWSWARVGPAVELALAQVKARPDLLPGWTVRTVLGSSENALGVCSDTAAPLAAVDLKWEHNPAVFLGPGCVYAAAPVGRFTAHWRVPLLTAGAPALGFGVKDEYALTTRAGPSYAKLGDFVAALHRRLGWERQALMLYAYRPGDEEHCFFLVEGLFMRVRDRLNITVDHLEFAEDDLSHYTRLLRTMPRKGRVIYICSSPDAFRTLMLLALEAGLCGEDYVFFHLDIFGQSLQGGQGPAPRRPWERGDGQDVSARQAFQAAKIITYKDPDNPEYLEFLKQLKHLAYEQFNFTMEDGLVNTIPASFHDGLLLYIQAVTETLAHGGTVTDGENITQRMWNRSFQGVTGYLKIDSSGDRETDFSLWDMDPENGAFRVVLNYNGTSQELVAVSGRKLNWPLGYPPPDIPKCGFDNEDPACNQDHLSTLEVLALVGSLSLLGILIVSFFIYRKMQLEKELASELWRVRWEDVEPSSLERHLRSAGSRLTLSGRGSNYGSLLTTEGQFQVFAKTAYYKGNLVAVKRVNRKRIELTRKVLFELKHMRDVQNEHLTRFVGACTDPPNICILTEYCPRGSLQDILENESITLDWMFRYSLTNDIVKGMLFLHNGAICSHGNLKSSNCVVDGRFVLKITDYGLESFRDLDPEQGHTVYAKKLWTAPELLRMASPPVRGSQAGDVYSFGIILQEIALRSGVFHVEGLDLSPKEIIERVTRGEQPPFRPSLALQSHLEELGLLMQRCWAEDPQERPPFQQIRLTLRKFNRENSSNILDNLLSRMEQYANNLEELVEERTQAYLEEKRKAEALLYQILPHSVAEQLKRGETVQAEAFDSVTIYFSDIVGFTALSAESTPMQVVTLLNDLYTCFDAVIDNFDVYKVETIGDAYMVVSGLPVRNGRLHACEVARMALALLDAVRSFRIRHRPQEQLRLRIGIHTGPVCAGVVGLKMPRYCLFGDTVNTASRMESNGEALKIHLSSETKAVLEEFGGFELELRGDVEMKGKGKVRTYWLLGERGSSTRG
SMARCA2 act = increases SMARCA2 function in MMTV reporter cells; MG213 cells, MMTV-luciferase reporter, dexamethasone, overnight; activation, % at 9.1 µM; 1% of 370,000 active; AID 652017; in the data active = activation above about 7.8%;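 also: 0% = vehicle wells and 100% = reference activator wells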
DAX1 inh-1 = DAX1 (NR0B1) inhibition, primary screen. AID 652010. inhibition, % at 6.8 µM. HEK293T StAR-luciferase reporter, SF-1/DAX-1 repression relief. 1.1% of 370,000 active;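 active = inhibition above the mean over all tested compounds plus 3 SD, cut at about 3.6% in these data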;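 also: 0% = DAX-1 cells with DMSO and 100% = cells lacking DAX-1 with DMSO; higher inhibition means more luminescence from relief of DAX-1 repression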
sPLA2-III inh = Inhibits HGIII-sPLA2 liposome hydrolysis, primary screen; Q9NZ20; QFRET BODIPY PC-A2 liposome hydrolysis, fluorescence; inhibition, % at 12.2 µM; 0.56% of 370,000 active;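 active = inhibition above mean plus 3 SD of compounds lying within the high and low control bounds, cut at about 19% in these data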;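 also: 0% = median of test compound wells and 100% = no enzyme DMSO wells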
DAX1 inh-2 = NR0B1 (DAX1) inhibition. HEK293 Gal4-DAX1 luciferase reporter, luminescence. inhibition, % at 6.75 µM. 0.99% of 340,000 active. AID 504766;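 active = inhibition above the mean over all tested compounds plus 3 SD, cut at about 4.2% in these data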;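 also: 0% = DAX1-transfected cells with DMSO and 100% = empty-vector control cells with DMSO; inhibition shows as a rise in luminescence from relieved DAX1 repression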
ssDAF12 agonist = activators of S. stercoralis DAF-12 nuclear receptor; HEK293 ssDAF-12/GRIP1 lit1-tk-luc reporter, luminescence; % of 3 µM dafachronic acid response; activation, % at 6.8 µM; 1% of 370,000 active; AID 652126;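 active = activation above the mean over all tested compounds plus 3 SD, cut at about 0.9% in these data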;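 also: 0% = DMSO-only wells and 100% = 3 µM delta7-dafachronic acid wells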
hcDAF-12 act = H. contortus DAF-12 activation, primary screen; HEK293 hcDAF-12 lit1-tk-luc reporter, luminescence; 0% DMSO, 100% Δ7-dafachronic acid; activation, % at 6.8 µM; 1.4% of 370,000 active; AID 652067;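 active = activation above the mean of all tested compounds plus 3 SD, cut at about 5.5% in these data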;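 also: 100% = response to 3 µM Δ7-dafachronic acid high control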
GAA850 FXN act = activators of GAA850 frataxin (FXN) promoter | 0.56% of 360,000 active | HEK293 lucGAA850 FXN promoter luciferase reporter, 24 h; percent of 10 µM SAHA response | activation, % at 6 µM | AID 540364;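 active = activation above the average of all compounds screened plus 3 SD, cutoff fixed separately per campaign, cut at about 7.5% in these data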;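 also: 0% = DMSO wells and 100% = 10 µM SAHA wells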
* = called active by the depositor; nt = no result given.

SMILES	hgDAF12 agonist	GC-B act	KLK7 zymogen act	GC-A act	SMARCA2 act	DAX1 inh-1	sPLA2-III inh	DAX1 inh-2	ssDAF12 agonist	hcDAF-12 act	GAA850 FXN act
CN1CCCCC(NC(=O)c2c(F)cccc2F)C1=O (stereo unspecified)	-2.2	-6	0.1	6	2	0.3	4	nt	-1.2	0.3	nt
Cc1ccc(C)c(-c2nnc(NC(=O)CCS(=O)(=O)c3ccccc3)o2)c1	-3.2	-6	0.2	-7	2	-0.4	-4	0.9	0.2	-1.1	-0.4
O=C(Nc1cccn(Cc2ccc(F)cc2)c1=O)NC1CCCCC1	-2.6	2	0.0	7	-5	-0.3	-2	-1.1	-1.6	-2.2	-1.1
CSc1nsc(SCC(=O)Nc2ccc(Br)cn2)n1	0.2	-6	0.3	1	2	0.2	-11	0.8	-0.4	0.7	4.5
COc1cccc(/C=N/c2nc3ccccc3[nH]2)c1O	-0.3	0	0.3	2	-2	0.6	11	-0.1	-0.9	0.0	0.7
CC(C)/C=N\NC(=O)CCCCC(=O)N/N=C/C(C)C	2.0	5	-0.1	1	0	-0.3	-3	0.2	-0.9	-0.2	-0.1
CC(=O)NC(CC(=O)OCC(=O)NCCc1ccccc1)c1ccccc1 (stereo unspecified)	-0.8	0	-0.2	2	-2	2.0	7	1.2	-0.7	-0.2	-1.5
Cc1noc(NS(=O)(=O)c2ccc(NC(=O)c3ccccc3NS(=O)(=O)c3ccc(F)c(F)c3)cc2)c1C	-0.5	1	0.7	-4	-2	0.3	-49	-0.7	-1.0	-2.2	-0.1
CCCCCC(O)(c1ccccc1)C(CN1CCOCC1)c1ccccc1 (stereo unspecified)	-1.5	-14	0.0	-54	-3	-0.6	6	1.1	-1.1	-1.7	0.4
O=C(CN1CCOCCOCCOCC1)Nc1ccccc1	3.7	5	-0.2	-2	-2	0.2	-3	0.6	-1.7	-2.8	-0.3
CC1CN(S(=O)(=O)c2cccc(-c3cn4ccccc4n3)c2)CC(C)O1 (stereo unspecified)	-4.6	-1	0.5	5	0	-0.5	-2	-1.5	-2.2	-2.6	2.0
CCCn1nnc(NC(=O)c2ccc(F)cc2)n1	0.8	7	0.2	3	1	1.1	6	1.1	-1.1	1.6	4.5
CC(Oc1ccc(Cl)cc1)C(=O)Nc1sccc1C(N)=O (stereo unspecified)	-2.6	0	-0.1	-7	-5	-0.3	-7	-0.5	-2.0	-2.2	0.4
CCOC(=O)[C@@H]1CSCCS(=O)(=O)N1Cc1ccc(C(F)(F)F)cc1	-1.9	0	-0.3	0	-3	0.0	-5	nt	-1.0	-1.4	nt
CCCC(=O)Nc1ccc2nc(C)n(Cc3ccccc3Cl)c(=O)c2c1	-0.2	12	-0.7	8	-1	-0.5	-3	-2.5	-1.5	-1.6	3.1
COCCN(CC1CCCN(C2Cc3ccccc3C2)C1)C(=O)CCSC (stereo unspecified)	-2.5	0	0.4	4	0	0.0	-2	0.9	0.4	3.0	0.9
Cc1ccc(CNC(=O)CSCc2cccc(F)c2)cc1	1.8	-6	0.0	3	1	0.2	2	2.0	-0.7	0.1	0.9
COc1ccc(C2CC(=O)C(C=NCCCN3CCOCC3)=C(O)C2)cc1 (stereo unspecified)	3.7	3	-0.5	0	-4	-0.4	5	1.0	-1.0	-2.0	-0.4
Cc1ccccc1NC(=O)Cc1nc(COC(=O)c2cccc(O)c2)cs1	2.0	1	0.3	0	-4	-0.6	-52	0.5	-1.7	-0.8	-1.2
Cc1ccc(C(=O)Nc2ccc(Nc3ccccc3)cc2)cc1Br	0.8	-6	-0.7	-1	4	0.0	-1	nt	-0.5	-2.5	0.2
COc1ccc(NC(=S)NNS(=O)(=O)c2ccc3ccccc3c2)c(OC)c1	-2.9	-2	-0.1	-7	0	-0.7	2	0.0	-1.4	0.2	-0.1
CCOC(=O)C1(C)CCCN(C(=O)Cc2ccc3ccccc3c2)C1 (stereo unspecified)	-4.3	1	0.9	3	-1	-2.6	3	nt	-1.2	-0.3	-0.3
CC(=O)Nc1ccc(S(=O)(=O)/N=C2/NC(=O)/C(=C\c3ccco3)S2)cc1	-0.9	0	-1.1	3	-3	-0.3	-24	0.7	-1.2	-0.9	1.7
Cc1cc([N+](=O)[O-])nn1CC(=O)NNC(=S)Nc1ccc(F)cc1	6.9	5	0.1	0	-1	-0.5	3	1.2	-0.6	-1.5	-0.8
CCOC(=O)/C(=C\C=C\c1ccccc1)NC(=O)c1ccccc1	1.4	0	-0.1	10	-2	-0.2	-7	-1.2	-1.5	-1.5	-2.3
Cc1ccc(O)c(C2=NNC(O)(C(F)(F)F)C2)c1 (stereo unspecified)	-0.5	5	-1.9	0	-3	-0.9	-25	-1.0	-1.6	-1.6	-0.5
COc1cccc(-c2cc(=O)c3cc(NC(C)=O)ccc3[nH]2)c1	0.8	4	25*	2	3	0.0	0	-0.6	0.1	-1.0	0.0
CC1(C(=O)O)CCC(C(=O)Nc2ccccc2O)C1(C)C (stereo unspecified)	2.1	6	-0.2	0	-1	0.0	-3	-2.2	-1.7	-1.6	-0.2
CCOc1ccc(NC(=O)CN(C)C(=O)c2cc(C3CC3)nn2-c2ccccc2)cc1OCC	1.8	6	0.7	-1	-1	-0.3	-13	-1.8	-0.1	2.5	1.6
Cc1ccc(C(=O)Nc2ccc3c(c2)OCO3)cc1S(=O)(=O)N1CCCCC1	2.1	5	0.4	1	1	-0.4	-8	-1.0	-1.3	2.8	4.4
CC/C(=C1/C(=O)CC(C)(C)C(C(=O)OC)C1=O)N1CCCC1 (stereo unspecified)	-0.6	-7	0.5	-1	-1	1.3	6	0.0	-1.0	-0.9	1.0
O=C(NCCN1CCN(c2ccc([N+](=O)[O-])cc2)CC1)NCc1ccccc1	-2.7	-3	0.1	-5	2	-0.4	-7	-0.7	-1.6	-1.1	0.7
Cn1c(N)c(C(=O)COC(=O)c2cc(S(=O)(=O)N3CCCCC3)ccc2Cl)c(=O)n(C)c1=O	4.3	-3	0.1	15	-1	0.5	-9	-1.7	-1.3	-0.2	3.0
Cc1ccc(CNC(=O)C(=O)NCCC2=CCCCC2)cc1	0.4	4	0.2	6	2	0.2	2	0.1	-0.2	-2.0	-2.5
Cc1cccc(C(=O)NCC(=O)N(C)Cc2nc3ccccc3c(=O)[nH]2)c1	1.1	-7	-0.5	-1	-2	-0.6	7	0.5	-0.9	0.0	1.8
Cn1cccc1Cc1nnc(SCC(=O)N2CCOCC2)n1CCc1ccccc1	3.3	-2	1.2	0	5	-0.3	-3	1.1	-1.1	1.8	0.3
O=C(CNS(=O)(=O)c1ccc(Br)cc1)NCc1ccncc1	2.3	-1	-0.3	1	-4	0.4	5	-0.1	-0.7	-0.9	1.2
Cc1ccccc1-c1nnc(-c2ccccc2C)o1	11*	1	0.1	-3	1	-0.2	1	2.3	-0.1	2.0	2.7
CCn1c(-c2ccccn2)nc2cc(S(=O)(=O)N(C)C)ccc21	2.8	-1	-0.2	-1	-3	-0.3	0	-0.7	-0.9	-2.4	3.1
CCOCCCNC(=O)c1ccc(NC(=O)C2CCCO2)cc1 (stereo unspecified)	-0.8	0	0.2	1	0	0.4	6	-0.6	-1.2	-0.8	-0.7
CN(C)S(=O)(=O)c1cc(NC(=O)COC(=O)Cc2ccc(Br)cc2)ccc1Cl	-1.0	-4	0.6	-4	-3	-0.2	-25	-2.2	-1.3	-2.2	1.2
COc1ccc2c(c1)CCCN2C(=O)C1CCCN(S(=O)(=O)c2ccc(C(C)(C)C)cc2)C1 (stereo unspecified)	-5.6	-2	-0.1	2	-6	-2.8	-3	nt	-1.9	-4.7	nt
Cc1ccc(S(=O)(=O)N2CCN(C(=O)c3ccc(N4CCCCC4)c([N+](=O)[O-])c3)CC2)cc1	-1.4	-1	-0.1	-3	-4	1.9	3	0.6	-1.0	1.3	1.4
COC(=O)c1ccc(Nc2cc(C)nc3ncnn23)cc1	1.9	-9	-0.1	-4	-2	-0.4	-3	-0.4	-1.1	-0.6	2.0
CCOc1ccc(/C=C2\SC(=S)N(C)C2=O)cc1OC	0.1	-1	-0.3	6	-4	0.5	13	nt	-1.1	0.4	2.6
CCOc1ccc(OCC)c(S(=O)(=O)N2CCCCC2C)c1 (stereo unspecified)	-1.6	2	0.0	-2	-1	-0.9	-4	-0.9	-1.8	-2.2	1.8
C[C@H](NS(=O)(=O)c1ccccc1F)C(=O)OCC(=O)N1CCc2ccccc21	1.7	0	0.1	0	0	0.2	-3	-0.4	-1.2	-1.7	0.7
COc1ccc(NC(=O)[C@@H]2O[C@H](CO)[C@H](O)[C@H](O)[C@H]2O)cc1F	1.6	5	0.1	-1	0	-0.4	3	nt	-1.0	1.1	2.0
CCOC(=O)c1c(NC(=O)CSc2cccc[n+]2[O-])sc(C(=O)Nc2ccccc2)c1C	8.4	-10	-2.3	-3	-2	1.5	-20	-0.6	-1.4	0.7	3.5
COC(=O)c1ccc(NC(=O)c2cc[n+]([O-])cc2)cc1	0.0	0	0.2	-3	-1	-0.5	4	1.0	-1.0	-0.4	-1.3
CCN(CC)CCCNC(=S)N(Cc1cccs1)Cc1cc2cc3c(cc2[nH]c1=O)OCCO3	4.4	-2	-1.7	6	-2	1.7	-5	-0.7	-1.0	-0.7	-0.3
CC1(C(=O)Nc2cccc(Oc3ccccc3)c2)Cc2c(-c3ccccc3)ccnc2O1 (stereo unspecified)	0.7	-8	0.2	-4	-5	0.8	0	nt	-1.5	-1.4	1.0
CC1(C(=O)NS(=O)(=O)Cc2ccccc2)CCN1C(=O)C1(c2ccc(Cl)cc2)CC1 (stereo unspecified)	1.1	-1	-0.6	2	-5	-0.7	-5	nt	-0.4	0.3	0.5
CCCCNC(=O)NC1(C(F)(F)F)Oc2ccccc2O1	-0.6	1	0.2	1	-1	-0.3	-7	-0.3	-1.1	-1.8	1.7
CCOC(=O)c1ccc(-n2ccnc2)c(NC(=O)c2cccc(Br)c2)c1	2.7	0	-0.7	0	2	0.1	-6	-1.5	-1.1	-0.4	2.7
O=C(C[C@H]1C(=O)N(C2CCCCC2)C[C@@H]1Cc1ccccc1)Nc1ccccc1	1.4	-7	-0.3	-5	0	-0.6	2	0.1	-1.4	0.7	0.6

Ordered by molecular weight (rising): 3 of the compounds above
SMILES	hgDAF12 agonist	GC-B act	KLK7 zymogen act	GC-A act	SMARCA2 act	DAX1 inh-1	sPLA2-III inh	DAX1 inh-2	ssDAF12 agonist	hcDAF-12 act	GAA850 FXN act
COC(=O)c1ccc(Nc2cc(C)nc3ncnn23)cc1	1.9	-9	-0.1	-4	-2	-0.4	-3	-0.4	-1.1	-0.6	2.0
Cc1ccc(S(=O)(=O)N2CCN(C(=O)c3ccc(N4CCCCC4)c([N+](=O)[O-])c3)CC2)cc1	-1.4	-1	-0.1	-3	-4	1.9	3	0.6	-1.0	1.3	1.4
CN(C)S(=O)(=O)c1cc(NC(=O)COC(=O)Cc2ccc(Br)cc2)ccc1Cl	-1.0	-4	0.6	-4	-3	-0.2	-25	-2.2	-1.3	-2.2	1.2
